OX1R antag-1: OX1R (human) antagonism. AID 485270. inhibition, % at 6.6 µM. OX1R-expressing cells, FRET antagonist read-out. 330,000 tested, 1.8% active. O43613; in the data active = inhibition mostly above about 38%, no sharp cut-off; inactive = mostly below about 40%;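 also: 0% = agonist challenge alone and 100% = reference antagonist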
Target sequence (O43613 whole entry, looked up): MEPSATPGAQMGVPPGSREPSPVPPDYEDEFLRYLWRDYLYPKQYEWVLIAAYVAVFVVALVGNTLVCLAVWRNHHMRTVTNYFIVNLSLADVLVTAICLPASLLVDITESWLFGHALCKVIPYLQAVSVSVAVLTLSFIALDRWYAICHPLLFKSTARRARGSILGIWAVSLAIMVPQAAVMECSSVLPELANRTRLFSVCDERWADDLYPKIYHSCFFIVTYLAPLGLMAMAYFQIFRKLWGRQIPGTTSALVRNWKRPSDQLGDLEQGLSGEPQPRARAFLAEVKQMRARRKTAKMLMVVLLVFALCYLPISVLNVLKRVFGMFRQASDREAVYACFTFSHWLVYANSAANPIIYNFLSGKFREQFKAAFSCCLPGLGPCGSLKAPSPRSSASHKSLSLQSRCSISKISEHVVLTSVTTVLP
CHT PAM: allosterically activates the human high affinity choline transporter | Q9GZV3 | CHT-expressing cells, membrane potential dye, choline EC20; stronger effect = higher value; LV-AA mutant CHT in HEK293 cells | B-score at 10 µM | 310,000 tested, 0.49% active | AID 488977;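 active = initial fluorescence not abnormally high and integrated response B-score, plate-corrected, over 3 SD above library mean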
Target sequence (Q9GZV3 whole entry, looked up): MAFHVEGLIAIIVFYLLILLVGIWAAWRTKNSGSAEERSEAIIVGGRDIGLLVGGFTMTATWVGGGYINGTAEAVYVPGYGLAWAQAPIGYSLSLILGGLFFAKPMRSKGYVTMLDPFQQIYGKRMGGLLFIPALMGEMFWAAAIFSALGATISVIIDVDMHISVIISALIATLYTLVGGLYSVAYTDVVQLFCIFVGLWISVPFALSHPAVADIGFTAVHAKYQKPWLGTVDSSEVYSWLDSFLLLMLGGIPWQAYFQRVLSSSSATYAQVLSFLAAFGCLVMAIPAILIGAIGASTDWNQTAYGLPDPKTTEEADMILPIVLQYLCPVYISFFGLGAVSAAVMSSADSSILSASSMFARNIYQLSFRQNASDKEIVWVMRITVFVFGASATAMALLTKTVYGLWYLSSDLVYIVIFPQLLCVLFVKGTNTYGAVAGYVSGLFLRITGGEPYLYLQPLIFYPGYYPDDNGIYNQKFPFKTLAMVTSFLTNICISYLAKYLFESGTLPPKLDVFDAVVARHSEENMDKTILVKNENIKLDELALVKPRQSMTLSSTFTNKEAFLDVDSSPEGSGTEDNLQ
OX1R antag-2: antagonists of human orexin 1 receptor; O43613; CHO/OX1R cells, Fluo-8 calcium fluorescence, orexin A; inhibition, % at 5 µM; 330,000 tested, 0.43% active; AID 434989;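 active = inhibition above its plate's threshold, mean inhibition of all tested compounds on the plate plus 3 SD, cut at about 37% in these data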;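 also: 0% = orexin A challenge wells and 100% = SB-334867-A antagonist wells; not every result past the cut was called active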
Numbers without * were called inactive; i = inactive; . = no result given. This is a random part of the collection; overall some 2.5% were active at least once.

item	Molecule	OX1R antag-1	CHT PAM	OX1R antag-2
1	CCOC(=O)c1ccc(CSc2nncn2N)o1	20	i	-21
2	CCOc1ccc(S(=O)(=O)NCCC(=O)NCC(C)(C)N2CCOCC2)cc1	3	i	-25
3	COc1cccc(CNc2ccc(F)c(Cl)c2)c1	31	i	-2
4	Cc1ccccc1OCC(=O)NNC(=O)c1ccoc1C	-6	.	-7
5	COc1cccc(CNC(=O)CCSCc2ccccc2F)c1	10	i	-13
6	COc1ccc(CCN2C(=O)CC(NCc3ccc4c(c3)OCO4)C2=O)cc1OC (centres undefined)	17	i	-7
7	NC(=O)C1CCN(c2nc(-c3ccc4ccccc4c3)cs2)CC1	1	.	20
8	CCN(CC(=O)NCc1ccc(F)cc1)C(=O)CN1CCN(c2ccccc2OC)CC1	7	i	-11
9	COc1cc(C(=O)NNC(=O)c2ccc3ccccc3n2)cc(OC)c1OC	11	.	-32
10	O=C(NCCCCCCNC(=O)c1ccncc1)c1ccncc1	-2	i	-8
11	C(=N\N1CCN(Cc2cccc3ccccc23)CC1)/c1cccs1	8	i	-30
12	NS(=O)(=O)c1ccc(NC(=S)N2CCN(c3cccc(Cl)c3)CC2)cc1	5	i	0

Of the compounds above, these contain four or more nitrogen atoms.
item	Molecule	OX1R antag-1	CHT PAM	OX1R antag-2
1	CCOC(=O)c1ccc(CSc2nncn2N)o1	20	i	-21
8	CCN(CC(=O)NCc1ccc(F)cc1)C(=O)CN1CCN(c2ccccc2OC)CC1	7	i	-11
10	O=C(NCCCCCCNC(=O)c1ccncc1)c1ccncc1	-2	i	-8
12	NS(=O)(=O)c1ccc(NC(=S)N2CCN(c3cccc(Cl)c3)CC2)cc1	5	i	0

Continued.
item	Molecule	OX1R antag-1	CHT PAM	OX1R antag-2
13	CCC(=O)Nc1sc2c(c1C(N)=O)CCC2	-1	i	-4
14	CCN1CCN(CC2CC3C=CC2C3)CC1 (centres undefined)	8	i	-1
15	COc1ccc(CCN(C)C(=O)CCNS(=O)(=O)c2ccccc2C(F)(F)F)cc1OC	1	.	-19
16	COc1cccc(COc2ccc3c(C)c(Cc4ccccc4)c(=O)oc3c2)c1	16	i	-1
17	COc1ccc(CCNC(=O)CCOc2ccc(C(C)(C)C)cc2)cc1OC	20	i	-19
18	COc1ccc(C2=NOC(C(=O)NCc3ccccn3)C2)cc1 (centres undefined)	23	i	-21
19	COc1ccccc1N1CC(C(=O)NCC2COc3ccccc3O2)CC1=O (centres undefined)	6	.	-1
20	CCOc1ccc(-c2cc(C(=O)N3CCN(c4ccccn4)CC3)c3ccccc3n2)cc1	8	i	-28
21	CN1CC(c2ccccc2)C2(SC(=S)N(Cc3ccco3)C2=O)C12C(=O)Nc1ccccc12 (centres undefined)	7	i	-24
22	Cc1ccc(OCCn2c(CCNC(=O)C(C)C)nc3ccccc32)cc1	37	i	-21
23	O=[N+]([O-])c1cc(NS(=O)(=O)c2ccc(Cl)nc2)ccc1Cl	39	i	-8
24	CCc1ccc(C2C(C(C)=O)=C(C(=O)OC)Nc3nnnn32)cc1 (centres undefined)	6	i	-11

Ordered by value in OX1R antag-1 (high to low): some entries from above.
nr | SMILES | OX1R antag-1
6 | COc1ccc(CCN2C(=O)CC(NCc3ccc4c(c3)OCO4)C2=O)cc1OC (centres undefined) | 17
16 | COc1cccc(COc2ccc3c(C)c(Cc4ccccc4)c(=O)oc3c2)c1 | 16
15 | COc1ccc(CCN(C)C(=O)CCNS(=O)(=O)c2ccccc2C(F)(F)F)cc1OC | 1

Other structures:
item	Molecule	OX1R antag-1	CHT PAM	OX1R antag-2
25	S=C(NCCCN1CCOCC1)Nc1ccc(-c2nc3ccccc3[nH]2)cc1	5	i	-7
26	CSCCC(NC(=O)COc1ccccc1)C(=O)N(C)CC(=O)Nc1ccc(Cl)cc1 (centres undefined)	0	.	-28
27	O=C(c1ccco1)N1CCc2[nH]nc(-c3ccc(Cl)cc3)c2C1	23	i	-10
28	CCSc1nc2c(c(=O)[nH]c(=O)n2C)n1CC(O)COc1ccccc1 (centres undefined)	5	i	-28
29	CN(Cc1nc2ccccc2n1C)C(=O)c1ccco1	-1	i	-4
30	CCOC(=O)Nc1nn(-c2ccc(C)cc2)c(=O)c(C#N)c1C	120*	i	4
31	O=C(c1ccco1)N1CCN(Cc2ccc(Cl)cc2)CC1	21	i	-12
32	COc1cccc(OCCCN2CCN(S(=O)(=O)c3ccc(NC(C)=O)cc3)CC2)c1	3	i	-17
33	Cc1ccn2c(=O)nc(SCC(=O)Nc3ccc4c(c3)OCO4)nc2c1	15	i	-3
34	N#Cc1ccccc1S(=O)(=O)N1CCN(C(=O)C2CCCCC2)CC1	3	.	-21
35	CN(C)C(=O)C(OC(=O)c1ccc2ccccc2n1)c1ccccc1 (centres undefined)	18	i	-28
36	CSc1ccc(S(=O)(=O)N2CCC(C(=O)NCc3ccccn3)CC2)cc1	13	i	-18
37	Cc1c(NC(=O)c2ccccc2NC(=O)c2ccccc2)cccc1C(=O)O	2	i	4
38	Cc1ccc(NC(=O)CSc2nc(N)c(-c3ccccc3)c(=O)[nH]2)cc1Cl	15	i	-13
39	CN1C(=O)Cc2cc(S(=O)(=O)N3CCN(c4cccc(C(F)(F)F)c4)CC3)ccc21	9	i	-31
40	O=S(=O)(Nc1ccc(N2CCCCC2)cc1)c1ccccc1F	6	i	-19
41	O=C(CCc1ccccc1)NC(=S)Nc1ccc2c(c1)C(=O)OC2	8	i	-15
42	O=S(=O)(Cc1nnnn1-c1ccc(Br)cc1)c1ccc(F)cc1	4	i	-12
43	O=C(Cc1cccc(C(F)(F)F)c1)NCc1ccc(Cl)cc1	7	i	2
44	CSCCC(NC(=O)c1ccc([N+](=O)[O-])cc1Cl)C(=O)OCC(=O)C12CC3CC(CC(C3)C1)C2 (centres undefined)	8	i	-14
45	COc1ccc(OC)c(CCNC(=O)Cn2cccc2C(=O)c2ccccc2C)c1	13	i	-7
46	O=S(=O)(Oc1ccc(Cl)cc1)c1cccc2cccnc12	20	i	-21
47	c1ccc(-n2nnc(-c3nccs3)n2)cc1	35	i	-7
48	Cc1n[nH]c(C)c1S(=O)(=O)N1CCCC(C(=O)NCC2COc3ccccc3O2)C1 (centres undefined)	12	i	-24
49	CCO[C@H]1OC(C(=O)NCc2ccccc2)=C[C@@H](c2ccc(C(F)(F)F)cc2)[C@@H]1CCCO	-1	i	-10
50	COc1ccc2oc(C(=O)Nc3nc4ccc(S(C)(=O)=O)cc4s3)c(C)c2c1	1	i	-25
51	CCCc1cc(=O)oc2c(C)c3occ(C)c3cc12	61	i	-25
52	CCCc1c(C(=O)N/N=C/c2cccs2)nnn1-c1nonc1N	16	i	-7
53	Cc1cc(NC(=O)CSc2nnc(COc3ccccc3)o2)no1	31	i	-20
54	O=C(COc1ccc(Br)cc1)OCc1nnc(-c2ccccc2)o1	5	i	-13
55	CCOC(=O)Cc1cc(=O)n2[nH]c(C)c(-c3ccc(Cl)cc3)c2n1	19	i	-27
56	CN1CCN(c2ccc(NC(=O)c3ccccc3Br)cc2)CC1	12	i	-3
57	O=C(/C=C/c1ccco1)NC(=S)Nc1cccc([N+](=O)[O-])c1	29	i	8
58	CCc1ccc(Oc2nc([N+](=O)[O-])nn2C)cc1	59	i	-2
59	Cc1nc2sc(C(c3ccco3)N3CCN(c4cccc(Cl)c4)CC3)c(O)n2n1 (centres undefined)	-2	i	-12
60	COc1ccc(C(=O)Nc2c(N)nc(SCC(=O)N3CCCCCC3)[nH]c2=O)cc1OC	4	i	-12

Entries of single compounds as entered above. Order of screens: OX1R antag-1	CHT PAM	OX1R antag-2
`CCOC(=O)Nc1nn(-c2ccc(C)cc2)c(=O)c(C#N)c1C` in the list: 120*	i	4
`CCc1ccc(Oc2nc([N+](=O)[O-])nn2C)cc1` in the list: 59	i	-2
`c1ccc(-n2nnc(-c3nccs3)n2)cc1` in the list: 35	i	-7

Carrying on.
item	Molecule	OX1R antag-1	CHT PAM	OX1R antag-2
61	Cc1noc(C)c1COC(=O)CCc1nc2ccccc2s1	16	i	-23
62	N/C(=N\N=C/c1ccc(Br)cc1)N/N=C\c1ccc(Br)cc1	13	i	-19
63	Cc1cc2oc(C(=O)N3CCN(Cc4ccccc4)CC3)c(C)c2cc1C	12	i	-52
64	O=C(NCCc1cccc(C(F)(F)F)c1)C1CCC(=O)N(Cc2ccc(Cl)cc2)C1 (centres undefined)	8	i	-24
65	CCCCNC(=O)CSc1nc2ccccc2n1S(=O)(=O)c1ccc(Cl)cc1	15	i	-5
66	CCN1C(=O)c2cccc3c(S(=O)(=O)N4CCNCC4)ccc1c23	19	.	-10
67	O=C(NCC1(N2CCCCC2)CCCCC1)c1ccc(NS(=O)(=O)c2ccccc2)cc1	18	i	-20
68	O=Cc1cn(-c2ccccc2)nc1-c1ccccc1	-2	i	10
69	CCOC(=O)c1oc2ccc(Cl)cc2c1NC(C)=O	2	i	-22
70	CCCn1c2ccccc2c2cnn(CC(=O)NC3CCC(C)CC3)c(=O)c21 (centres undefined)	20	i	-16
71	Cc1ccc(SCCC(=O)Nc2nccs2)cc1	10	i	-7
72	NC(=O)CN1C(=O)C(=O)N(Cc2ccc(F)cc2)C1=O	3	i	-2

3 of these compounds, reformatted:
68) O=Cc1cn(-c2ccccc2)nc1-c1ccccc1
  OX1R antag-1: -2; CHT PAM: i; OX1R antag-2: 10

69) CCOC(=O)c1oc2ccc(Cl)cc2c1NC(C)=O
  OX1R antag-1: 2; CHT PAM: i; OX1R antag-2: -22

70) CCCn1c2ccccc2c2cnn(CC(=O)NC3CCC(C)CC3)c(=O)c21 (centres undefined)
  OX1R antag-1: 20; CHT PAM: i; OX1R antag-2: -16

Additional entries follow:
item	Molecule	OX1R antag-1	CHT PAM	OX1R antag-2
73	c1ccc(Oc2nc(-c3ccccn3)nc3ccccc23)cc1	3	i	-7
74	CCN(C(=O)COC(=O)c1ccco1)c1c(N)n(Cc2ccccc2)c(=O)[nH]c1=O	9	i	-9
75	COc1ccc(CNC(=O)N2CCN(S(=O)(=O)c3ccccc3F)CC2)cc1	10	i	-7
76	Cc1cc(=O)[nH]c(-n2ncc(C#N)c2N)n1	20	i	4
77	CC1CCN(C(=O)C2CCN(S(=O)(=O)c3cccs3)CC2)CC1	-6	i	-4
78	NC(=O)Cn1cnc2nc3n(c2c1=O)CCC3	-3	i	-2
79	CC(NC(=O)c1ccc(F)cc1F)C1CC2CCC1C2 (centres undefined)	-12	i	-13
80	CCOC(=O)CN1C(=O)S/C(=C/c2ccco2)C1=O	19	i	-11
81	CCOc1cc(/C=C2/SC(=S)N(CC3CCCO3)C2=O)ccc1O (centres undefined)	17	i	5
82	C=CCOc1ccc(Br)cc1CNC(C)(C)C	0	i	-22
83	O=C(O)CCC(=O)c1cccc2ccccc12	25	i	-2
84	Cc1cccc(NC(=O)CSCC(=O)Nc2cccc3ncccc23)c1	18	i	-12
85	Cc1ccc(N(CC(=O)NC2CCC(C)CC2)S(=O)(=O)c2cccnc2)cc1 (centres undefined)	10	i	-22
86	COc1ccc(CCNC(=O)C2CC(=O)N(CCc3ccc(C)cc3)C2)cc1OC (centres undefined)	21	i	-12
87	Cc1[nH]c2ccccc2c1CC#N	6	i	-1
88	Clc1ccc(-c2csc(-c3ccncc3)n2)cc1	31	i	-34
89	Cc1cccc(C(=O)N[C@H](C(=O)Nc2ccc(C)c(S(=O)(=O)N3CCOCC3)c2)C(C)C)c1	13	.	-40
90	O=C(NCc1ccccn1)C1CCCN(S(=O)(=O)c2ccc(Br)cc2)C1 (centres undefined)	8	i	-36
91	COCCNC(=O)/C(C#N)=C/c1c(N2CCN(c3ccccc3)CC2)nc2ccccn2c1=O	22	i	-25
92	CCn1c(CNc2cccc(Cl)c2)nnc1SCc1ccccc1	4	i	-1
93	COc1ccc(C(=O)NCc2ccc(Cl)c(Cl)c2)cc1OC	4	i	-31
94	CCOc1cc(NC(=O)c2ccco2)c(OCC)cc1NC(=O)COc1ccccc1	10	i	-34
95	COc1ccc(/C=C2/N=C(c3cccs3)OC2=O)cc1OC(C)C	26	i	2
96	c1ccc(COc2ccc(-c3sc(Nc4ccccc4)n[n+]3-c3ccccc3)cc2)cc1	26	8*	-6
97	Cc1ccc(S(=O)(=O)N2CCCC2C(=O)Oc2ccccc2)cc1 (centres undefined)	7	i	-10
98	Cc1ccc(Cn2c(=O)c3ccccc3n3nc(C)cc23)cc1	30	i	-35
99	Clc1ccc(CO/N=C2\CCCc3nonc32)c(Cl)c1	21	i	-34
100	O=C(Cc1ccccc1)Nc1c(C(=O)N2CCOCC2)cnn1-c1ccccc1	9	i	-3
101	CCC(CC)NCC(O)COc1ccc(Br)cc1 (centres undefined)	14	i	-13
102	CCOc1ccc(NC(=O)COc2ccc(S(=O)(=O)N3CCCC3)cc2)cc1	17	i	-20
103	COc1ccc(-n2c(SCC(=O)N3CCOCC3)nc3ccccc3c2=O)cc1	11	i	-6
104	CC(NC(=S)NC(=O)c1cccs1)c1ccccc1 (centres undefined)	9	.	-14
105	CC(=O)c1cc(F)ccc1OCC(=O)N1CCN(c2ccc(F)cc2)CC1	6	i	-23
106	O=C(Nc1nnc(Cc2ccccc2)s1)C1CCC1	25	i	-9
107	CCC(=O)NC1CC2CCCC(C1)N2Cc1ccc(C)cc1 (centres undefined)	0	i	-14
108	CC(=O)c1cc(C#N)c(N2CCCC2)nc1C	26	i	-7
109	Cc1cc(S(=O)(=O)N2CCCC2)c(C)s1	7	i	-12
110	CCCCn1c(CNC(C)=O)nc2ccccc21	8	i	-6
111	Cc1ccc(-c2cc(N)n(Cc3ccc(Cl)cc3)n2)cc1	26	i	-11
112	Cc1ccc(N2CCN(S(=O)(=O)c3c(C)nc4scc(C)n4c3=O)CC2)c(C)c1	14	i	-32

Compound activity as filed in PubChem.
